Screening data deposited in PubChem BioAssay by The Scripps Research Institute Molecular Screening Center.
ASK1 inh: human ASK1 kinase inhibition, primary screen | Q99683 | AlphaScreen MKK6 phosphorylation by ASK1, luminescence | inhibition, % at 7.44 µM | hit rate 0.99% among 22,000 | AID 1159602; in the data active means inhibition above about 35%;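 further: 0% = median of compound wells and 100% = no enzyme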
ULK1 inh: inhibitors of human ULK1 kinase; O75385; AlphaScreen Atg13 phosphorylation by ULK1, luminescence; inhibition, % at 5.96 µM; hit rate 1.9% among 30,000; AID 1259251; in the data active means inhibition above about 43%;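 further: 0% = median of compound wells and 100% = no enzyme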
Target sequence (O75385 whole entry, looked up): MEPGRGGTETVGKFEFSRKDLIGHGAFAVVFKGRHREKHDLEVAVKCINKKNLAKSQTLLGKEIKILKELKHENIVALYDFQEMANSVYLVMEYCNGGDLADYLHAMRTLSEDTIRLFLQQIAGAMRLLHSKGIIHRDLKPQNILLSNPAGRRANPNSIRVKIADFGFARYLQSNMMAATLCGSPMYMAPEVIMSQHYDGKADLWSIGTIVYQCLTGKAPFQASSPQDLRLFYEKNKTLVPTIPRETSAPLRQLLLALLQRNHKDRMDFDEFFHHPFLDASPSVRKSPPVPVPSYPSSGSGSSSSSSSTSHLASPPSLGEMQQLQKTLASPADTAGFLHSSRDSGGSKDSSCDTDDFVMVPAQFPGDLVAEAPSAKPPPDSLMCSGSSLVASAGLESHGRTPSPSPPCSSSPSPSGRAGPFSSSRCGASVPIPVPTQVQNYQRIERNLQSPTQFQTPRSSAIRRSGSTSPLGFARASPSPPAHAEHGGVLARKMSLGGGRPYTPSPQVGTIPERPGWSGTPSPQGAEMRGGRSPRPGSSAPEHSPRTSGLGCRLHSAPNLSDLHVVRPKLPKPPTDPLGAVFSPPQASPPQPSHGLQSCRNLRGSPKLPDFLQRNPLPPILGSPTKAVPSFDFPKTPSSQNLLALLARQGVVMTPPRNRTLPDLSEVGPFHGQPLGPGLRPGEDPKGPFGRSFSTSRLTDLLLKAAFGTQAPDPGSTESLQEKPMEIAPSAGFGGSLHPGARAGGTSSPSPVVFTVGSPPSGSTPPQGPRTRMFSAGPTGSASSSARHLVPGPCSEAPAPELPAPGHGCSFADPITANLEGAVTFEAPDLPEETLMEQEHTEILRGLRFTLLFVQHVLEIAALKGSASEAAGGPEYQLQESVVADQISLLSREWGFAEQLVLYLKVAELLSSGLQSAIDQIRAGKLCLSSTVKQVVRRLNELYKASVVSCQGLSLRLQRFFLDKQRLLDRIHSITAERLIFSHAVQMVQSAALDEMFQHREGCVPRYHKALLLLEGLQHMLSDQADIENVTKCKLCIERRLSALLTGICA
The depositor's hits bear a star; . = not tested or not shown; & = joins results of further samples.

SMILES	ASK1 inh	ULK1 inh
COCCNc1cc(-c2ccccc2F)nc(-c2ccncc2)n1	.	-9
COc1ccc(CCNc2nc(NCc3ccc4c(c3)OCO4)nc3c2ncn3C(C)C)cc1	0	-6
COc1ccc(CCNc2nc(NC3CCC(O)CC3)nc3c2ncn3Cc2ccc(C(F)(F)F)cc2)cc1 (stereo unspecified)	-14	-22
CCCNC(=O)c1cccc(NCC)n1	16	3
Clc1ccc(-c2cnc(NC3CCCCC3)nc2)cc1	.	0
COC(CNc1cc(-c2cccc(C(F)(F)F)c2)nc(C)n1)OC	.	-8
O=C(Cc1ccccc1)Nc1cnn(-c2cccc(C(=O)N[C@H]3CCc4ccccc43)c2)c1	15	9
CC(C)N(CCNC(=O)c1cccc(-c2ccc3[nH]ccc3c2)n1)C(C)C	-2	-13
CCn1c(=O)n(Cc2ccc3c(c2)OCO3)c(=O)c2ncccc21	.	-3
O=C(NC1CC1)c1cccc(-c2ccc(N3CCOCC3)nc2)n1	-5	3
COc1cc(Nc2nc3ccc(C(=O)NC4CCN(Cc5ccccc5)CC4)cc3s2)cc(OC)c1OC	2	6
CCN(CC)c1nc(Nc2ccccc2)nc(Nc2ccc(N3CCOCC3)cc2)n1	0&21	-16&17
O=C(Cc1cn(-c2ccc(NCCCN3CCCC3=O)nn2)c2ccccc12)Nc1ccccc1	-3	2
c1ccc(CNc2nc(-c3csc4ccccc34)nc3c2ncn3C2CCCCC2)cc1	4	-22
O=C(NCCc1ccc(O)cc1)c1cnc(Nc2cnccn2)s1	7	16
Cc1cnc(Nc2cccc(N(C)C)c2)nc1Nc1ccccc1	15	23
COc1ccc(CCNc2nc(-c3csc4ccccc34)nc3c2ncn3-c2ccccc2)cc1	4	-21
CCOC(=O)c1ccc(NC(=O)Cn2cc(OC)c(=O)cc2CN2CCC(C)CC2)cc1	.	0
CCN(CC)CCOC(=O)c1ccc(N)cc1Cl	.	-1
c1ccc2[nH]c(CNc3nc(-c4ccc(N5CCOCC5)nc4)nc4c3ncn4C3CCCCC3)nc2c1	-23	-19
Cn1c(CCCC(=O)O)nc2cc([N+](=O)[O-])ccc21	.	-1
O=C(O)CC/C=C\CC[C@@H]1[C@@H](N2CCCCC2)[C@@H](O)C[C@@H]1OCc1ccc(-c2ccccc2)cc1	.	1
CCSc1nc2c(c(=O)n(C)c(=O)n2C)n1Cc1ccccc1Cl	.	13
O=C(NCc1nc(-c2ccncc2)n[nH]1)c1cccc(Oc2ccccc2)c1	1	-22
O=C(NCc1nc2ccccc2[nH]1)c1cnc(N2CCC(N3CCOCC3)CC2)s1	-7	3
CCN1CCN(c2ncn(-c3ccc(Nc4nccc(-c5cccc(N6CCOCC6)c5)n4)cc3)n2)CC1	3	-7
Cc1ccc(-c2ncn(-c3ccc(Nc4nccc(-c5cc(F)cc(N6CCOCC6)c5)n4)cc3)n2)nc1	17	-11
CCCCCCn1c(SCC(O)CCl)nc2c1c(=O)[nH]c(=O)n2C (stereo unspecified)	.	5
Cc1cnc(Nc2ccc3ncccc3c2)nc1NCc1cccnc1	3	17
O=C1CCCN1CCCNc1nc(NCCCN2CCCC2=O)c2ncn(-c3ccsc3)c2n1	-8	2
COc1cc2cc(C(=O)O)n(C)c2cc1OC	.	8
OCCNc1nc(N2CCC(N3CCOCC3)CC2)nc2c1ncn2-c1ccccc1	-1	7
COc1cc(Nc2nc(N3CCOCC3)ncc2C)cc(OC)c1OC	12	22
FC(F)(F)c1ccc(Cn2cnc3c(NCc4cccc(C(F)(F)F)c4)nc(-c4cccs4)nc32)cc1	-2	-7
CC(C)N(CCNC(=O)c1cnc(-c2ccc(C(=O)N3CCN(C)CC3)cc2)s1)C(C)C	-2	-36
Cc1cccc(OCc2nc3ccc(-c4cn[nH]c4)cc3c(=O)[nH]2)c1	24	10
COc1ccc(CCNc2cc(C)nc(Nc3nccc4ccccc34)n2)cc1	-36	-19
COc1ccc(CCNc2nc(Nc3cc(OC)c(OC)c(OC)c3)nc3nc[nH]c23)cc1	14	69*
CN1CCc2c(C#N)c(N3CCOCC3)nc(N3CCOCC3)c2C1	.	8
Cn1c(Nc2nc(NCCO)c3ncn(-c4ccccc4)c3n2)nc2ccccc21	1	3
CN(C)c1ncn(-c2ccc(Nc3nccc(-c4cncc(N5CCOCC5)c4)n3)cc2)n1	23	7
O=C(NCc1nc(-c2ccncc2)n[nH]1)C1COc2ccccc2O1 (stereo unspecified)	6	6
CN1CCN(c2ccc(NC(=O)c3cccc(-n4cc(NC(=O)Cc5ccccc5)cn4)c3)cc2)CC1	-3	3
Cc1cc(C)cc(NC(=O)COc2cccc3ccc(N4CCN(C(=O)c5ccco5)CC4)nc23)c1	.	-5
CCCNC(=O)c1csc(Nc2ccnn2C)n1	-2	-4
COc1ccc(CCNc2nc(NCCCN3CCCC3=O)nc3c2ncn3CCN2CCCC2=O)cc1	-12	6
c1cc2[nH]ncc2cc1NC1CCCNC1 (stereo unspecified)	11	23
Cc1cccc2nc3c(c(=O)n12)CN(C(=O)c1cccc(C(F)(F)F)c1)CC3	.	1
Cc1ccc(-c2ncn(-c3ccc(Nc4nccc(-c5cc(F)cc(N(C)C)c5)n4)cc3)n2)cn1	-15	-25
O=C(Cc1cn(-c2ccc(Nc3cnccn3)nn2)c2ccccc12)NCc1cccc(C(F)(F)F)c1	12	9
Cc1ccc(C(=O)CC2SC(N)=NC2=O)cc1 (stereo unspecified)	.	3
Cc1nc(C)n(-c2ccc(Nc3ncc4ccc(-c5cn[nH]c5)cc4n3)cc2)n1	-41	36
O=C(NCCc1ccc(O)cc1)c1cncc(-c2csc3ccccc23)c1	-10	-22
CC(=O)Nc1ccc(Nc2nc(N3CCOCC3)nc3c2ncn3C2CCCCC2)cc1	-2	9
COC(=O)C1=C(C)NC(C)=C(C(=O)OCCN(C)Cc2ccccc2)C1c1cccc([N+](=O)[O-])c1 (stereo unspecified)	.	2
CC(C)n1cnc2c(NCc3nc4ccccc4[nH]3)nc(N3CCOCC3)nc21	7	14
O=C(NC1CC1)c1ccc(-c2nc(NCCO)c3ncn(CCN4CCCC4=O)c3n2)cc1	-15	-11
CC(C)n1cnc2c(Nc3ccccc3)nc(Nc3ccc(-n4ccnc4)cc3)nc21	0	56*
Cc1noc(C)c1-c1nc(N)c2ncn(C3CCCCC3)c2n1	2	2
C[C@@H]1C[C@H]2[C@@H]3CCC4=CC(=O)C=CC4(C)[C@@]3(F)[C@@H](O)CC2(C)[C@H]1C(=O)CO (stereo partly specified)	.	-3

Copied from the list.
Cc1cccc2nc3c(c(=O)n12)CN(C(=O)c1cccc(C(F)(F)F)c1)CC3 in ULK1 inh: 1
c1cc2[nH]ncc2cc1NC1CCCNC1 (stereo unspecified) in ASK1 inh: 11

Next results.
SMILES	ASK1 inh	ULK1 inh
O=C(Nc1ccc(Oc2ccccc2)cc1)c1cncc(-c2ccc(C(=O)NC3CC3)cc2)c1	10	5
Cn1cc(-c2nc(Nc3ccc(N4CCOCC4)cc3)ncc2F)cn1	-22	20
CNS(=O)(=O)c1ccc(CCC(=O)O)cc1	.	7
CCCNC(=O)c1cccc(Nc2ccc(-n3ccnc3)cc2)c1	-3	2
O=C(CSc1n[nH]c(-c2ccncc2)n1)Nc1ccccc1	.	20
O=C(COc1cccc2ccc(N3CCN(c4ccccc4)CC3)nc12)Nc1ccccc1	.	-5
CC(=O)Nc1ccc(Nc2nc(-c3ccc(N4CCOCC4)nc3)nc3c2ncn3-c2ccsc2)cc1	7	-6
O=C(CSc1ccc(Cl)cc1)Nc1nc2ccc(-c3ccncc3)cc2s1	0	8
CC(C)N(CCNc1nc(-c2ccccc2)nc2c1ncn2-c1ccccc1)C(C)C	13	-8
N#Cc1cc(-c2ccnc(Nc3cccnc3)n2)cc(N2CCOCC2)c1	0	0
CCC(=N)c1ccc(OC)c2cccc(NC)c12	.	64*
CC(C)(C)c1ncn(-c2ccc(Nc3nccc(-c4cccc(N5CCOCC5)n4)n3)cc2)n1	4	-8
COc1ccc(-c2nccc(NCCN3CCOCC3)n2)cc1	-15	-11
Cc1nc(NS(=O)(=O)c2ccc(N)cc2)oc1C	.	-9
Cc1cccc(CC(=O)Nc2cnn(-c3cccc(C(=O)Nc4cc(C)c(C)c(C)c4)c3)c2)c1	2	2
O=C(Cc1cn(-c2ccc(Nc3ccc4ncccc4c3)nn2)c2ccccc12)NCCOc1ccccc1	8	-11
CNC(=O)c1cccc(Nc2cc(Nc3ccc(N4CCOCC4)cc3OC)ncc2C(F)(F)F)c1	21	18
O=C(NCc1ccccc1)c1ccnc(N2CCOCC2)c1	-2	-1
CN1CCC(N(C(=O)/C=C/c2ccccc2)C2CCN(Cc3ccccc3)CC2)CC1	.	-1
c1cncc(CNc2ccnc(N3CCC(N4CCOCC4)CC3)n2)c1	-9	-12
Nc1nc(NCc2ccccc2)cc(Nc2ncccn2)n1	-14	-13
c1ccc(-c2cc(NC3CC3)nc(-c3cccnc3)n2)cc1	.	-1
Cn1c(=O)cc(NCc2ccccc2)n(Cc2ccc(F)cc2F)c1=O	.	3
O=[N+]([O-])c1ccc(-c2cnnn2-c2ccccc2)cc1	.	1

Sorted by length of the SMILES (low to high): part of the list above.
SMILES	ASK1 inh	ULK1 inh
Nc1nc(NCc2ccccc2)cc(Nc2ncccn2)n1	-14	-13
O=C(NCc1ccccc1)c1ccnc(N2CCOCC2)c1	-2	-1
COc1ccc(-c2nccc(NCCN3CCOCC3)n2)cc1	-15	-11
CN1CCC(N(C(=O)/C=C/c2ccccc2)C2CCN(Cc3ccccc3)CC2)CC1	.	-1
CNC(=O)c1cccc(Nc2cc(Nc3ccc(N4CCOCC4)cc3OC)ncc2C(F)(F)F)c1	21	18
Cc1cccc(CC(=O)Nc2cnn(-c3cccc(C(=O)Nc4cc(C)c(C)c(C)c4)c3)c2)c1	2	2

Following part:
SMILES	ASK1 inh	ULK1 inh
CN1CCN(c2ccc(-c3nc(NCCCN4CCCC4=O)c4ncn(-c5ccccc5)c4n3)cc2)CC1	-5	-4
CC(C)N(CCNC(=O)c1ccc2nc(-c3ccc(C(=O)NC4CC4)cc3)sc2c1)C(C)C	-5	-6
Cc1nnc(-c2cc3ccccc3n2Cc2ccccc2Cl)o1	.	6
CN1CCN(CCNC(=O)c2ccnc(-n3ncc4cc(Nc5ccncc5)ccc43)c2)CC1	-2	3
CN1CCN(c2ccc(-c3ccc(C(=O)NCCc4ccc(O)cc4)s3)cc2)CC1	12	1
CCCNC(=O)c1cc(NC2CCN(Cc3ccccc3)CC2)nc2ccccc12	5	9
Nc1cccc(-c2nc(NCCc3ccc(O)cc3)c3ncn(-c4ccsc4)c3n2)c1	1	-28
CN1CCN(C(=O)c2ccc(-c3nccc(NCc4ccccc4)n3)cc2)CC1	-6	2
COc1nc(NCCCN2CCCC2=O)nc(-c2c(C)noc2C)n1	4	8
COc1ccc(CCNc2nc(-c3ccc(N4CCOCC4)nc3)nc3nc[nH]c23)cc1	3	-17
Cn1cnc2c1c(=O)[nH]c(=O)n2C	.	-6
O=C1CCCN1CCCNc1ccnc(NC2CCC(O)CC2)n1 (stereo unspecified)	-12	0
COc1cc2nc(Nc3ccnn3C)nc(NC3CC3)c2cc1OC	-5	-3
CCCNc1nc(-c2cccc(C(C)=O)c2)nc2c1ncn2C(C)C	-8	13
Cn1c(=O)[nH]c(N2CCC3(CC2)OCCO3)c(Cc2ccccc2-c2ccccc2)c1=O	.	4
Oc1ccc(CCNc2nc(Nc3ccc(N4CCOCC4)cc3)nc3c2ncn3-c2ccsc2)cc1	18	-2
O=C(c1ccc(Cl)cc1[N+](=O)[O-])N1CCCC1	.	0
Cc1cc(Nc2ccccc2)nc(N2CCN(c3ccccn3)CC2)n1	3	-12
O=C(NCCOc1ccccc1)c1cccc(Nc2cnccn2)c1	-10	-15
CCn1c(=O)c(C(=O)NNC(=O)c2cccc(C)c2)c(O)c2ccccc21	.	4
Cc1nn(C)c(C)c1-c1nc(NCc2cccc(C(F)(F)F)c2)c2ncn(-c3ccccc3)c2n1	-18	-10
NC(=O)c1cccc(Nc2ncc(Cl)c(-c3ccccc3)n2)c1	11	24
CN(C)CCOc1cc(-c2cn[nH]c2)c(F)cc1NC(=O)[C@H]1Cc2ccccc2CN1	10	11
c1ccc2c(-c3nc4ncnc(Nc5ccc(N6CCOCC6)cc5)c4[nH]3)csc2c1	25	-21

Fetched by structure from the entries so far:
SMILES	ASK1 inh	ULK1 inh
CCn1c(=O)c(C(=O)NNC(=O)c2cccc(C)c2)c(O)c2ccccc21	.	4
COc1cc2nc(Nc3ccnn3C)nc(NC3CC3)c2cc1OC	-5	-3
Cc1nn(C)c(C)c1-c1nc(NCc2cccc(C(F)(F)F)c2)c2ncn(-c3ccccc3)c2n1	-18	-10

Other results follow.
SMILES	ASK1 inh	ULK1 inh
O=C(NCC1COc2ccccc2O1)c1ccc(Br)cc1 (stereo unspecified)	.	-7
S=C(Cl)Oc1ccc2ccccc2c1	.	-9
Cn1cc(-c2ccccc2NC(=O)c2ccco2)cn1	.	-1
CC(C)c1ccc(/C=N/Nc2nc(N3CCOCC3)nc(N3CCOCC3)n2)cc1	.	9
COc1ccc(CCNc2nc(-c3ccc(N4CCN(C)CC4)cc3)nc3c2ncn3-c2ccccc2)cc1	11	-1
Cc1cc(C)n(-c2cc(N/N=C/c3cc(Br)ccc3O)nc(C)n2)n1	.	4
